Rv3671c protease = inhibitors of M. tuberculosis serine protease Rv3671c; AID 2606; inhibition, % at 5.96 µM; P9WHR9; 320,000 compounds, 0.048% hits; in the data active = inhibition above about 38%;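 also: extracellular domain of Rv3671c used as enzyme; 0% = enzyme with DMSO and 100% = no enzyme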
BoNT F protease = inhibitors of Botulinum neurotoxin F light chain protease. Multiplex microsphere protease cleavage assay, flow cytometry. inhibition, % at 10 µM. 360,000 compounds, 0.22% hits. AID 588497; in the data active = inhibition above about 35%, passing the limit was not always enough; inconclusive = no clear call, values can overlap the other calls; also: plate controls were buffer without enzyme for full effect and enzyme alone for no effect
PrPC surface inh = reduces human prion protein on the cell surface; cell surface PrPC, TR-FRET read-out; AID 720596; 370,000 compounds, 0.43% hits; inhibition, % at 13.8 µM; in the data active = inhibition above about 24%; also: 0% = median of the test wells and 100% = reference compound wells
DUSP3 inh = inhibitors of human VHR1 phosphatase (DUSP3); P51452; recombinant VHR phosphatase, pNPP absorbance; inhibition, % at 13.3 µM; 290,000 compounds, 0.52% hits; in the data active = inhibition above about 50%; also: some compounds called inactive have numbers as strong as hits
Target sequence (P51452 whole entry, looked up): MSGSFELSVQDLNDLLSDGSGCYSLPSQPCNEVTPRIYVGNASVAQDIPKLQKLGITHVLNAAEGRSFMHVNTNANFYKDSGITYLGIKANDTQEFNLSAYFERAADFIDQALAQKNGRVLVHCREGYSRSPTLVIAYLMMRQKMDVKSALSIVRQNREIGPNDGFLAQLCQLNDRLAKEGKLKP
MazEF act = activators of E. coli MazEF toxin-antitoxin RNase; P0AE70; activation, % at 20 µM; 350,000 compounds, 0.32% hits; FAM/BHQ RNA-DNA oligo cleavage fluorescence, 5 h; in the data active = activation above about 50%
Target sequence (P0AE70 whole entry, looked up): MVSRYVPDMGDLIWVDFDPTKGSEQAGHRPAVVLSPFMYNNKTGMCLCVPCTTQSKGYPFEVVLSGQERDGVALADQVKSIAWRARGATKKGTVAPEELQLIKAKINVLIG
SSB-PriA inh = blocks PriA binding to SSB C-terminal tail | inhibition, % at 33 µM | 430,000 compounds, 0.6% hits | AlphaScreen SSBct-PriA binding, biotinylated peptide; in the data active = inhibition mostly above about 37%, no sharp cut-off; inactive = mostly below about 20%;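 also: plate controls were negative control peptide for no effect and reference peptide for full effect; strong numbers were not always called active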
SARS 3CLpro inh = SARS-CoV 3CLpro protease inhibition; 290,000 compounds, 0.14% hits; recombinant SARS-CoV 3CLpro, quenched FRET peptide cleavage; inhibition, % at 6 µM; in the data active = inhibition above about 12%
BoNT A protease = blocks Botulinum neurotoxin A light chain protease. multiplex microsphere protease substrate cleavage, flow cytometry. inhibition, % at 10 µM. 360,000 compounds, 0.17% hits; also: plate controls were buffer without enzyme for full effect and enzyme alone for no effect
Anthrax LF prot = blocks Bacillus anthracis lethal factor protease; inhibition, % at 10 µM; multiplex microsphere protease cleavage assay, LF; AID 588501; 360,000 compounds, 0.12% hits; also: plate controls were buffer without enzyme for full effect and enzyme alone for no effect
Target sequence (P15917 whole entry, looked up): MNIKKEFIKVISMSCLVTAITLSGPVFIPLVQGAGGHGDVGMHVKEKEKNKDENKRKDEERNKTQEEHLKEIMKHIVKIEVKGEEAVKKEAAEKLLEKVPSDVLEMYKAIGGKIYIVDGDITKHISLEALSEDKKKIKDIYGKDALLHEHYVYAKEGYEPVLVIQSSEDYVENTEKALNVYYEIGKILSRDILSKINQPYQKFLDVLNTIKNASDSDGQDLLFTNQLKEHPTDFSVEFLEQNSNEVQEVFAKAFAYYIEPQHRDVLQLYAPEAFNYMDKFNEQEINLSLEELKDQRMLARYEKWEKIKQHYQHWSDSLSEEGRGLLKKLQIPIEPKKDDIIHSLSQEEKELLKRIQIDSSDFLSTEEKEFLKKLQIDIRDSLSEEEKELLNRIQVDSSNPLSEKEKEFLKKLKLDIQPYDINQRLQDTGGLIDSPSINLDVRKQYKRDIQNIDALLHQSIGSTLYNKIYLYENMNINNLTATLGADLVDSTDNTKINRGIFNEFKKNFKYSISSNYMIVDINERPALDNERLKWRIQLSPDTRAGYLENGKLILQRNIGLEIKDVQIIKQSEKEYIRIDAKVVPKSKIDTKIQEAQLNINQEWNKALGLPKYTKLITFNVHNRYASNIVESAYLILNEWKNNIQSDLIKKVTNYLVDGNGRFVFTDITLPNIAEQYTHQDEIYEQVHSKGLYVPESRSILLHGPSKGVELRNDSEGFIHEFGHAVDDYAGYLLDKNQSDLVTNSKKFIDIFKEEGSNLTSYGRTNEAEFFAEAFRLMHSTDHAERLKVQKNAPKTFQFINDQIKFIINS
CCHFV vOTU inh = blocks the CCHF virus ovarian tumor domain protease. CCHFV vOTU protease, Pep-AMC fluorescence. inhibition, % at 11.5 µM. 370,000 compounds, 0.55% hits. AID 651958; in the data active = inhibition above about 30%; also: 0% = vehicle wells with enzyme and 100% = no enzyme wells
The depositor's hits bear a star; ? = inconclusive; . = not tested or not shown. Rule as the data show it, unless noted: active = inhibition above about 30%; inconclusive = no clear call, values can overlap the other calls; inactive = below that. These rows are one share of the data (hit frequency here may not be typical).

SMILES | Rv3671c protease | BoNT F protease | PrPC surface inh | DUSP3 inh | MazEF act | SSB-PriA inh | SARS 3CLpro inh | BoNT A protease | Anthrax LF prot | CCHFV vOTU inh
CC[C@@H](C)[C@@H]1CN([C@@H](CN2CCC[C@H]2CN2C(N)=NC[C@H]2CC(C)C)C(C)C)C(=N)N1CCCC1CCCC1 | 3 | -15 | -2 | . | 29 | -1 | . | -0.6 | -3 | -2
Cc1ccc(C(=O)NC(=S)NCCN2CCOCC2)cc1 | -5 | 1 | -1 | 5 | 7 | 7 | -4 | -1.6 | -2 | -16
O=C(O)/C=C/C(=O)N1CCN(S(=O)(=O)c2cc(C(F)(F)F)ccc2Cl)CC1 | -5 | -6 | -4 | 18 | -6 | -12 | -2 | 0.2 | 1 | -5
CC(C)C(=O)Nc1cccc(NC(=S)NC(=O)c2ccc3c(c2)OCO3)c1 | 4 | -1 | 4 | -3 | 5 | -2 | 4 | 0.5 | -1 | -4
O=C(CCCc1nc(-c2ccccc2Cl)no1)N1CCOCC1 | -12 | -13 | -3 | 21 | 6 | -10 | -3 | 0.3 | -2 | -7
Cc1onc(-c2ccccc2)c1-c1nc2cc(Cl)ccc2c(=O)o1 | -6 | -8 | 7 | 21 | -16 | -7 | 3 | 4.2 | ? | -7
Cc1ccc(NC(=O)Cn2c(O)c(N=NC(N)=S)c3ccccc32)cc1 | -34 | 0 | -6 | 66 | 15 | 5 | -8 | 0.9 | -13 | 8
OC1(c2cccc(C(F)(F)F)c2)CCNCC1 | 1 | -4 | -5 | -1 | 1 | -16 | -3 | 0.0 | -5 | -5
CCOc1ncccc1C(=O)OC(C)C(=O)NC1CCCCC1 (centres undefined) | . | -11 | 3 | . | 1 | -16 | . | -2.1 | -6 | 3
COc1ccc(C(C(=O)NCCC(C)C)N(CCO)C(=O)c2snc(C(N)=O)c2N)cc1 (centres undefined) | -13 | -8 | -4 | 53* | -2 | -5 | -3 | -0.6 | 14 | -12
CN(C)S(=O)(=O)c1cccc(-c2cn3cc(Cl)ccc3n2)c1 | 1 | -1 | . | 31 | 2 | -1 | 2 | -2.3 | -2 | .
COC(=O)c1ccc(C(=O)OC)c(NC(=O)CN(C)Cc2ccc(Cl)c(Cl)c2)c1 | -9 | 65* | 1 | -14 | -10 | -19 | 1 | 9.8 | 37* | -3
COc1ccccc1NC(=S)NNC(=O)c1c(Cl)c(C)nn1C | 4 | 18 | 1 | 7 | 0 | -15 | -6 | 2.3 | 0 | 10
CCN(CC)CCNC(=O)CNC(=O)c1nn(-c2ccc(OC)cc2)c(=O)c2ccccc12 | -11 | 1 | -3 | 18 | 3 | -5 | 0 | 0.1 | 0 | 12
COc1ccc(C(=O)O)cc1S(=O)(=O)NCCN(C)C | 5 | 0 | 4 | -7 | -1 | -1 | -3 | -0.3 | -9 | 8
O=C1CCN(C(=S)NCc2ccccc2)CC1 | 1 | -4 | -3 | 30 | 12 | -6 | 4 | 0.2 | -1 | -15
Cc1ccc(S(=O)(=O)N2CCC(C(=O)N/N=C/c3ccncc3)CC2)cc1 | -4 | 2 | 0 | -2 | 4 | . | 1 | 1.1 | 8 | -4
COc1ccc(-c2cc(-c3ccccc3)nc3ncnn23)cc1 | 4 | -9 | -8 | 35 | 10 | -19 | 8 | -0.1 | -7 | -227
COc1cccc(C(=O)Nc2nnc(Cc3ccc(OC)c(OC)c3)s2)c1 | 1 | -5 | -4 | -7 | 3 | -11 | 7 | -0.7 | -7 | -12
O=C(Cn1ncc(N2CCCC2)c(Cl)c1=O)c1ccc(Cl)cc1 | 0 | -3 | -11 | 40 | 7 | 3 | 2 | -0.2 | -4 | 2
CCc1nc2ccc(C(=O)NCCCn3ccnc3)cn2c1N(CC)C(=O)NCCc1ccccc1 | . | -4 | 0 | . | . | . | . | 0.1 | -2 | 10
Fc1ccccc1C1c2[nH]c3ccccc3c2CCN1CCCn1cccn1 (centres undefined) | 1 | -4 | -13 | 3 | 10 | 16 | 3 | -0.3 | 1 | 9
CCOC(=O)N1CCN(CC(c2ccccc2)c2ccccc2)CC1 | 2 | 16 | 0 | 2 | 8 | -17 | -2 | 0.1 | 11 | -12
Clc1ccccc1-c1nnc2sc(CCc3ccccc3)nn12 | 0 | -8 | 0 | 10 | 1 | 8 | 0 | 0.9 | 1 | -3
NC(=O)CC(NC(=O)Cc1cccc2ccccc12)c1ccc(NCCCN2CCCC2=O)c([N+](=O)[O-])c1 (centres undefined) | -3 | -8 | -35 | 28 | 5 | 6 | 0 | 0.4 | -2 | 1
C=CCNC(=O)CN1C(=O)CSc2ccc(S(=O)(=O)N3CCOCC3)cc21 | . | 3 | 4 | . | 2 | . | . | 0.0 | -4 | 7
COc1cc2cc(c1Cl)N(C)C(=O)CC(OC(=O)C(C)N(C)C(C)=O)C1(C)OC1C(C)C1CC(O)(NC(=O)O1)C(OC)C=CC=C(C)C2 (centres undefined) | . | 4 | 10 | . | 13 | -2 | . | 0.0 | -1 | 6
COc1ccc(C(=O)OCN2C(=O)c3ccccc3C2=O)cc1 | -6 | 2 | -3 | 6 | 11 | -18 | 2 | 0.2 | -1 | -12
O=C(Oc1ccc(OC(=O)c2ccco2)c(S(=O)(=O)c2ccc(Cl)cc2)c1)c1ccco1 | 20 | -2 | 8 | -2 | -5 | -10 | 0 | 0.1 | 1 | 12
O=C(COC(=O)c1nc(Cl)ccc1Cl)NCc1ccccc1 | -3 | -4 | 10 | -3 | 6 | -4 | 6 | -0.6 | 0 | -5

Profiles as entered above.
COc1ccccc1NC(=S)NNC(=O)c1c(Cl)c(C)nn1C across the screens: Rv3671c protease = 4; BoNT F protease = 18; PrPC surface inh = 1; DUSP3 inh = 7; MazEF act = 0; SSB-PriA inh = -15; SARS 3CLpro inh = -6; BoNT A protease = 2.3; Anthrax LF prot = 0; CCHFV vOTU inh = 10
COc1ccc(C(=O)OCN2C(=O)c3ccccc3C2=O)cc1 across the screens: Rv3671c protease = -6; BoNT F protease = 2; PrPC surface inh = -3; DUSP3 inh = 6; MazEF act = 11; SSB-PriA inh = -18; SARS 3CLpro inh = 2; BoNT A protease = 0.2; Anthrax LF prot = -1; CCHFV vOTU inh = -12

Next results.
SMILES | Rv3671c protease | BoNT F protease | PrPC surface inh | DUSP3 inh | MazEF act | SSB-PriA inh | SARS 3CLpro inh | BoNT A protease | Anthrax LF prot | CCHFV vOTU inh
Cc1ccc(S(=O)(=O)NCC(=O)NCC(=O)N2CCN(c3ncccn3)CC2)cc1C | 18 | 4 | 3 | 9 | 9 | -14 | -4 | 0.6 | -3 | -9
Cc1ccc(NC(=S)Nc2cccc(-c3n[nH]c(=S)o3)c2)cc1 | -1 | 0 | 15 | -4 | 2 | 2 | 9 | -0.2 | -2 | 2
O=C(O)c1ccc(NC(=O)c2cccc(NC(=O)c3cccs3)c2)cc1 | -4 | -2 | . | 18 | 7 | 3 | 0 | -1.0 | -2 | .
CN(Cc1ccccc1)C(=O)c1[nH]cnc1C(=O)NCc1ccccc1 | -8 | 2 | -1 | . | 2 | -1 | . | -0.1 | -4 | -8
CCOC(=O)c1c(N2C(=O)CC(Sc3ccccc3C(=O)O)C2=O)sc2c1CCCC2 (centres undefined) | -9 | 0 | 1 | 22 | -3 | 7 | 3 | -0.3 | -11 | 15
CC(=O)Nc1ccc(S(=O)(=O)N2CCN(S(=O)(=O)N3CCOCC3)CC2)cc1 | -6 | -9 | 0 | -3 | 4 | 6 | 0 | -4.1 | 1 | 9
O=C(COc1ccc(S(=O)(=O)Nc2ccccc2)cc1)NCc1cccnc1 | -5 | -12 | -1 | 18 | 11 | 4 | -4 | -1.4 | 0 | -5
Cc1ccc(CCN2CC(C(=O)NCCN3CCOCC3)CC2=O)cc1 (centres undefined) | 5 | . | 1 | -10 | -6 | 0 | -1 | . | . | 15
CC(=O)NS(=O)(=O)c1ccc(NC(=S)NC(=O)C(C)C)cc1 | 0 | -40 | -2 | 33 | 1 | -9 | -1 | -1.4 | -9 | 7
CC[n+]1c(-c2ccccc2)c2cc(N)ccc2c2ccc(N)cc21 | . | -138 | -19 | . | -55 | 65 | . | -0.5 | -79 | 91*
COc1ccccc1C(=O)N/C(=C\c1ccc(Br)cc1)C(=O)NCCC(=O)O | -4 | 3 | -5 | -7 | 4 | -5 | 2 | -0.5 | -4 | 4
COc1ccc(CN(CCN(C)C)Cc2ccccc2)c(OC)c1 | 6 | -3 | 0 | -11 | -11 | -9 | -1 | -1.2 | -8 | 1
Cc1cc(NC(=O)c2ccc3nc(C)sc3c2)no1 | 4 | -7 | 1 | 28 | -13 | -8 | -2 | -0.5 | 0 | 16
Cc1ccccc1C(=O)NCc1ccncc1 | 0 | ? | -6 | 18 | -7 | -25 | -1 | 0.3 | 1 | 4
Cc1sc2ncn(CC(=O)N3CCN(c4ccc(F)cc4)CC3)c(=O)c2c1S(=O)(=O)N1CCOCC1 | 6 | 0 | -9 | 8 | 0 | 6 | 0 | -0.7 | 1 | 5
CC(Sc1nc(N2CCCCC2)c2c(c1C#N)CCCC2)C(=O)O (centres undefined) | -3 | 8 | 6 | 8 | 6 | -6 | 8 | -1.2 | 0 | 14
Cc1ccc(CN2CCC(C)(Oc3cccc(Cl)c3)C2)cc1 (centres undefined) | . | -9 | 9 | . | . | . | . | -1.0 | -7 | 1
COc1ccccc1N(CC(=O)NC(C)C)S(=O)(=O)c1cccs1 | 2 | 0 | 2 | -26 | 8 | -16 | -5 | -0.6 | 0 | -3
COc1cccc(OCC(=O)NCCS(=O)(=O)N2CCN(c3ccccc3)CC2)c1 | . | 7 | -11 | . | -7 | . | . | 0.1 | -5 | -4
O=C(Nc1ccc2c(c1)OCO2)c1cc(-c2ccc(O)cc2)on1 | -11 | -1 | 32* | 6 | 2 | 11 | 4 | 0.2 | -1 | 13
CN(CCOC(=O)C1c2ccccc2Oc2ccccc21)C(C)(C)C | 0 | 11 | . | 8 | 3 | -9 | -3 | 1.1 | 0 | .
COc1ccc(NC(=O)CN2CCCC2)cc1 | 0 | . | -2 | 42 | 2 | -6 | -1 | . | . | -3
CC1(C)CC(=O)C2=C(C1)N(c1ccc(F)cc1)C(=O)CC2c1ccsc1 (centres undefined) | -6 | 2 | 2 | 6 | -2 | -25 | 0 | -0.7 | -10 | 6
CC1(C)C(=O)C2(CCCCC2)C(=O)OC1c1cccs1 (centres undefined) | -4 | 0 | 4 | 18 | -4 | -5 | 0 | ? | -16 | 0
CCCCNc1c(C(=O)OCC)c(C)nc2c1cnn2CC | -7 | 1 | -2 | . | 3 | -22 | . | -0.4 | -4 | 3
CC(NC(=O)CN1C(=O)NC(C)(c2cccc3ccccc23)C1=O)c1ccccc1 (centres undefined) | 4 | -29 | 7 | 40 | -11 | -2 | -3 | -2.9 | -12 | 5
COc1ccc2[nH]cc(C(=O)CN3CCCC(C)(C)C3)c2c1 | -3 | 6 | -9 | -5 | -3 | 2 | 3 | -2.3 | -3 | -8
CC=CCn1c(SCc2ccccc2)nc2c1c(=O)[nH]c(=O)n2C | . | -4 | 5 | . | . | . | . | -0.2 | 0 | 11
CC(C)=CCCC1=CCC2C(=O)NNC(=O)C2C1 (centres undefined) | 3 | -10 | -1 | 40 | 0 | -21 | -4 | -0.9 | -1 | 4
CCC1CCCCN1CCCNC(=O)c1cc2c(=O)[nH]c3ccccc3c2n1C (centres undefined) | 13 | -4 | 0 | 11 | 10 | 2 | -1 | -0.2 | -10 | 8

3 compounds out of the list, arranged by formula weight, lowest first.
SMILES | Rv3671c protease | BoNT F protease | PrPC surface inh | DUSP3 inh | MazEF act | SSB-PriA inh | SARS 3CLpro inh | BoNT A protease | Anthrax LF prot | CCHFV vOTU inh
CN(CCOC(=O)C1c2ccccc2Oc2ccccc21)C(C)(C)C | 0 | 11 | . | 8 | 3 | -9 | -3 | 1.1 | 0 | .
CC=CCn1c(SCc2ccccc2)nc2c1c(=O)[nH]c(=O)n2C | . | -4 | 5 | . | . | . | . | -0.2 | 0 | 11
CC(NC(=O)CN1C(=O)NC(C)(c2cccc3ccccc23)C1=O)c1ccccc1 (centres undefined) | 4 | -29 | 7 | 40 | -11 | -2 | -3 | -2.9 | -12 | 5

Screening results deposited in PubChem by several laboratories.
